Rac1 GTP hydrolysis – MgcRacGAP GTPase-activating activity inhibitors, confirmation, biochemical, ADP Hunter fluorescence; 340,000 tested, 0.6% active; one-dose inhibition, % at 30 µM; IC50 in µM for titrated hits; MgcRacGAP-stimulated Rac1 GTP hydrolysis, ADP Hunter fluorescence; higher % means a stronger effect; GST-tagged Rac1 F28L mutant substrate;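 active = first-screen hits whose inhibition reached a set limit at any dose in the follow-up dose series; inconclusive = inhibition above the set first-screen limit but never retested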;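 also: fluorescence reports GDP produced by GAP-driven GTP hydrolysis; strong numbers were not always called active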
NS5 inhibitors – flavivirus cap methylation enzyme inhibition – biochemical, confirmation dose response, primary screen (AID 588689) | Dengue-2 NS5 methyltransferase capping enzyme assay, biochemical; higher % means a stronger effect | one-dose inhibition, % at 25 µM; IC50 in µM for titrated hits | 340,000 tested, 0.3% active; in the data active = a potency from the dose series; inconclusive = inhibition above about 29% without an active follow-up result
Siah-1 displacement – blockers of Siah-1 interaction with plectin peptide – biochemical, fluorescence polarization, rhodamine-plectin, uHTS, primary screen (AID 1817) | Siah-1 / rhodamine-plectin peptide fluorescence polarization; higher % means a stronger effect | one-dose displacement, % at 20 µM; IC50 in µM for titrated hits | 290,000 tested, 0.02% active;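 active = displacement of at least 50% at 20 µM, with a fluorescence ratio check between 0.3 and a set limit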;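 also: plate controls were Siah plus tracer with DMSO for no effect and tracer alone without Siah for full effect; strong numbers were not always called active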
Large T inhibition – SV40 large T antigen inhibitors, biochemical (AID 1903). SV40 large T antigen ATPase/helicase inhibition assay; higher % means a stronger effect. inhibition, % at 20 µM; hits with a dose series show IC50 in µM. 310,000 tested, 0.39% active; in the data active = a potency from the dose series; inconclusive = inhibition mostly from about 32% at the one dose, without a potency; inactive = the rest, 99 in 100 with inhibition below about 32%; also: strong numbers were not always called active
AID2073 – disruptors of CaV2.2 binding to Mint1 – biochemical, HTRF (AID 2073); HTRF protein-protein interaction, Mint1-CaV2.2; higher % means a stronger effect; inhibition, % at 20 µM, or IC50 in µM where a hit was titrated; 290,000 tested, 0.19% active; in the data active = inhibition mostly above about 51%, no sharp cut-off; inconclusive = no clear call, values can overlap the other calls; inactive = mostly below about 53%; also: some results filed as inactive read as strong as hits
NTR1 ag – agonists of NTR1, primary screen, imaging, U2OS cells, beta-arrestin-GFP, high content (AID 493036). P30989. NTR1-U2OS beta-arrestin-GFP spot imaging, agonist mode. activation, % at 20 µM. 330,000 tested, 0.17% active;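 active = activation at or above 40% of the spot to cytoplasm intensity ratio, with at least 20 cells analyzed; inconclusive = wells under 20 cells, flagged as cytotoxic or low count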;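 also: 0% = DMSO without peptide and 100% = 100 nM NTR1 peptide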
Target sequence (P30989 whole entry, looked up): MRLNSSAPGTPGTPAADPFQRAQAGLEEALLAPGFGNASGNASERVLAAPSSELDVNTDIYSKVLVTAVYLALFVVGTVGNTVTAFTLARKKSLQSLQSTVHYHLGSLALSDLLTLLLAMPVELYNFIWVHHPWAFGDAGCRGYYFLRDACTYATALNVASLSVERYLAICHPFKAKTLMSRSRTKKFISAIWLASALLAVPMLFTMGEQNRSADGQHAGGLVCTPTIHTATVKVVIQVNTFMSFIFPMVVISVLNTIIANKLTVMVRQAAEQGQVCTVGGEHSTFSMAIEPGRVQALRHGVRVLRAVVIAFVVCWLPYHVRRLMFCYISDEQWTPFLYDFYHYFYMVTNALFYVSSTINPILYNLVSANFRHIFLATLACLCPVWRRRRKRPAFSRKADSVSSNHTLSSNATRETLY
RSV antiviral HEp-2 – inhibition of RSV-induced cytopathic effect – HEp-2 cells, primary 10 µM value included (AID 2391). 310,000 tested, 0.13% active. HEp-2 cells, RSV-induced CPE inhibition; higher % means a stronger effect. one-dose CPE inhibition, % at 10 µM; IC50 in µM for titrated hits; in the data active = a potency from the dose series; inconclusive = CPE inhibition mostly from about 23% at the one dose, without a potency; inactive = the rest, 99 in 100 with CPE inhibition below about 21%; also: strong numbers were not always called active
K1F lysis inhibition – inhibition of K1F phage lysis, E. coli UTI89, bacterial capsule biogenesis inhibitors, alamar blue (AID 488966); 340,000 tested, 0.02% active; one-dose inhibition, % at 100 µM; IC50 in µM for titrated hits; E. coli UTI89 K1F phage lysis, alamar blue, 2 h; higher % means a stronger effect;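 active = phage lysis inhibition, versus mean bacterial control, above a set limit; inconclusive = no clear call, values can overlap the other calls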;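 also: capsule biogenesis inhibitors block K1F phage lysis so surviving cells raise fluorescence; higher fluorescence means more inhibition of phage lysis; actives were called in the ten point dose series up to 300 µM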
West Nile antiviral – inhibition of WNV-induced cytopathic effect – cell-based, CPE readout (AID 1621) | 290,000 tested, 0.02% active | one-dose CPE inhibition, % at 10 µM; IC50 in µM for titrated hits | West Nile virus-infected cells, CPE inhibition; higher % means a stronger effect; in the data active = a potency from the dose series; inconclusive = CPE inhibition mostly from about 3.7% at the one dose, without a potency; inactive = the rest, 99 in 100 with CPE inhibition below about 2.2%; also: strong numbers were not always called active
NTR1 ag cell count 20 µM – second read-out of NTR1 ag, no call of its own (marks repeat the call); cell count; measured here: cell count, cytotoxicity flag
NS5 inhibitors pilot replicate – recorded beside NS5 inhibitors, whose call it bears; inhibition, %; measured here: pilot screen replicate inhibition
The depositor's hits bear a star; ? = inconclusive; · = no result given; [ ] = remark or other dose.

SMILES | Rac1 GTP hydrolysis | NS5 inhibitors | Siah-1 displacement | Large T inhibition | AID2073 | NTR1 ag | NTR1 ag cell count 20 µM | RSV antiviral HEp-2 | K1F lysis inhibition | West Nile antiviral | others
N#Cc1ccccc1OCC(=O)NCCNC(=O)COc1ccccc1C#N | 3% | -7% | · | 11% | · | 2.4 | 71 | -0.8% | 2.0%[50 µM] | ·
c1ccc2c(c1)ncn2-c1ccc(-c2ccnc3ncnn23)cc1 | 6% | 1% | 7% | 9% | 11% | 0.8 | 56 | 0.0% | 0.1% | -1.0%
Cc1cc(=O)[nH]c(SCc2ccc(Cl)cc2Cl)n1 | · | -9% | 5% | 11% | 8% | 0.7 | 91 | ? | 0.1% | -0.6%
Cc1ccc(N(C(=O)c2csnn2)C(C(=O)NC2CCCC2)c2ccccn2)c(C)c1 (stereo unspecified) | 6% | -9% | 2% | 11% | -7% | -0.6 | 55 | 0.6% | 0.3% | -0.2%
CSc1nsc(SCC(=O)NC2CCCCC2)n1 | 0% | -1% | 0% | -2% | -16% | 0.8 | 52 | 1.7% | 0.6% | 0.3%
CC1=CC(C)C(C(=O)O)C(C(=O)N2CCN(C)CC2)C1 (stereo unspecified) | 6% | -4% | -3% | 3% | 2% | -0.2 | 65 | 0.7% | -1.8% | 0.0%
CC(=O)Oc1ccc(/C=N/NC2=NS(=O)(=O)c3ccccc32)cc1 | 8% | 1% | 13% | 36% | 5% | -0.6 | 89 | 2.9% | 0.3% | 0.8%
COc1ccc(C2=NOC(C(=O)O)C2)cc1 (stereo unspecified) | 0% | -6% | 1% | 25% | 19% | -1.2 | 45 | -0.1% | 0.8% | -0.3%
COC(=O)C1=C(C)N=C2SC(C)C(=O)N2C1/C=C/c1ccccc1 (stereo unspecified) | 1% | -3% | 6% | 3% | 27% | -0.4 | 91 | -0.5% | 0.4% | -0.5%
COc1ccc(N2CCN(S(=O)(=O)CCNC(=O)c3cc(=O)c4ccccc4o3)CC2)cc1 | -17% | 0% | -2% | 9% | 9% | -0.1 | 63 | 2.6% | 0.0% | 0.6%
Cc1cc2ccccn2c1C(=O)Nc1cccc(Cl)c1 | 4% | -9% | 4% | 5% | -11% | 8.9 | 41 | 2.6% | 0.2% | -0.8%
COc1ccc(/C=C/C(=O)Nc2ccc(C)c(S(=O)(=O)N3CCOCC3)c2)cc1 | 7% | -6% | · | · | · | 4.6 | 56 | · | 0.7% | ·
CC(C)(C)NC(=O)C[n+]1ccc(C(N)=O)cc1 | -2% | -6% | -2% | 9% | -4% | 1.2 | 78 | 0.5% | 0.0% | 0.6%
CCOC(=O)C(=NC1CCS(=O)(=O)C1)NNc1cc(Cl)ccc1Cl (stereo unspecified) | 1% | -13% | 11% | 11% | 4% | 4.8 | 74 | -1.4% | -0.3%[50 µM] | 1.3%
O=c1ccn(-c2ccccc2)[nH]1 | 47µM* | -6% | -4% | 35% | -2% | 0.9 | 38 | 1.0% | 0.2% | 0.7%
CCOc1ccc2oc(=O)cc(CN3CCN(C(=O)c4ccco4)CC3)c2c1 | 4% | -5% | -5% | 0% | 15% | 0.3 | 65 | 0.5% | -0.4%[50 µM] | -0.8%
CC(C)Oc1cc(S(=O)(=O)N2CCCCC2)ccc1N | 4% | -6% | 0% | 5% | 0% | -0.9 | 41 | 0.2% | -0.4% | -0.9%
O=C(NCCCn1ccnc1)C(=O)NCC(c1cccnc1)N1CCN(c2ccc(F)cc2)CC1 (stereo unspecified) | 0% | -2% | -2% | 4% | -3% | 0.8 | 51 | -0.9% | 4.4% | 0.1%
CC1CCCCN1S(=O)(=O)c1ccc(C(=O)N(CCCN(C)C)c2nc3cc4c(cc3s2)OCO4)cc1 (stereo unspecified) | 9% | 0% | 1% | 17% | -4% | 3.5 | 73 | 0.4% | 0.6%[50 µM] | -0.3%
CCOC(=O)CNC(=O)COc1ccc(Cl)cc1Br | 7% | -1% | 0% | 17% | 1% | 1.7 | 64 | 3.5% | 1.7% | 0.4% | NS5 inhibitors pilot replicate=-0.6
COc1ccc(-n2c(C)cc(/C=C3\C(=N)N4N=C(CC(=O)N5CCOCC5)SC4=NC3=O)c2C)cc1 | -8% | 3% | -4% | 17% | 40% | 0.3 | 77 | 3.4% | 3.3% | 1.4%
COc1ccc(N2CCN(C(CNC(=O)c3ccc4c(c3)OCO4)c3cccnc3)CC2)cc1 (stereo unspecified) | 31% | -4% | 8% | ? | -2% | -0.3 | 36 | -0.2% | -0.5% | 0.0%
N/C(CS(=O)(=O)c1ccccn1)=N\OC(=O)c1ccc(Cl)cc1 | 7% | -2% | 7% | 8% | 1% | 0.5 | 53 | 1.0% | -0.5% | 0.3%
CN(Cc1nccn1C)C(=O)CCc1nnc(CCC2CCCCC2)o1 | 13% | -2% | 4% | 6% | 5% | 1.0 | 79 | 1.1% | 0.0% | 0.2%
C/C(=N\NC(=O)Cc1ccccc1Cl)c1cccnc1 | 7% | 4% | -3% | 6% | 9% | -0.4 | 58 | 0.7% | 2.6%[50 µM] | -0.5%

Entries above that contain an aryl thioether with sulfur outside any ring (two):
SMILES | Rac1 GTP hydrolysis | NS5 inhibitors | Siah-1 displacement | Large T inhibition | AID2073 | NTR1 ag | NTR1 ag cell count 20 µM | RSV antiviral HEp-2 | K1F lysis inhibition | West Nile antiviral | others
Cc1cc(=O)[nH]c(SCc2ccc(Cl)cc2Cl)n1 | · | -9% | 5% | 11% | 8% | 0.7 | 91 | ? | 0.1% | -0.6%
CSc1nsc(SCC(=O)NC2CCCCC2)n1 | 0% | -1% | 0% | -2% | -16% | 0.8 | 52 | 1.7% | 0.6% | 0.3%

Back to the main list; the 2 compounds before the break are reprinted first.
SMILES | Rac1 GTP hydrolysis | NS5 inhibitors | Siah-1 displacement | Large T inhibition | AID2073 | NTR1 ag | NTR1 ag cell count 20 µM | RSV antiviral HEp-2 | K1F lysis inhibition | West Nile antiviral | others
CN(Cc1nccn1C)C(=O)CCc1nnc(CCC2CCCCC2)o1 | 13% | -2% | 4% | 6% | 5% | 1.0 | 79 | 1.1% | 0.0% | 0.2%
C/C(=N\NC(=O)Cc1ccccc1Cl)c1cccnc1 | 7% | 4% | -3% | 6% | 9% | -0.4 | 58 | 0.7% | 2.6%[50 µM] | -0.5%
NC(=O)CCCC1=NS(=O)(=O)c2ccccc2N1 | -6% | 1% | 2% | 5% | -3% | -1.4 | 81 | 1.9% | -0.2% | 0.0%
CCn1c(=O)c(C(=O)NCCNCCO)c(O)c2ccccc21 | 15% | 5% | 0% | 8% | -2% | -1.2 | 54 | -0.4% | 0.5% | 0.1%
Cc1ccc(N2C(=O)CN=C2Nc2nc(C)cc(C)n2)cc1 | 3% | 2% | 8% | 12% | 10% | -1.4 | 42 | 2.3% | -0.8% | 0.0%
Cn1c(N2CCN(C(c3ccccc3)c3ccccc3)CC2)nc2c1c(=O)[nH]c(=O)n2C | 4% | -1% | 4% | 25% | 8% | 7.9 | 44 | 3.1% | 0.2% | 0.3%
Cn1c(=O)oc2cc(S(=O)(=O)Nc3ccccc3O)ccc21 | -11% | -11% | -4% | 12% | 8% | 0.5 | 55 | 1.0% | -1.5% | -0.8%
CCc1nnc2n1N=C(c1ccc(Cl)cc1)CS2 | 11% | -3% | 0% | -9% | 27% | 1.0 | 76 | 2.5% | -0.2% | -1.3%
CCOc1ccccc1CNC(=O)C1CCCN(c2nc3ccccc3o2)C1 (stereo unspecified) | · | · | -1% | 22% | -3% | · | · | · | · | -0.3%
Cc1cc(NC(=O)CSc2ncccn2)no1 | 14% | -4% | 0% | 6% | -3% | 1.3 | 52 | 0.6% | 0.3% | 0.3%
CC1CCN(C(=O)c2ccc(S(=O)(=O)NCc3ccco3)cc2)CC1 | -9% | -5% | -3% | -1% | 12% | -0.9 | 48 | 0.2% | 0.7% | -0.1%
CCOC(=O)c1ccc(NC(=O)CN2C(=O)CSC2=O)cc1 | 4% | -4% | -8% | -2% | -5% | -1.4 | 78 | -0.7% | 0.6% | 0.3% | NS5 inhibitors pilot replicate=-4.1
COc1ccc(N2CCN(C(=O)COc3ccc4ccccc4c3)CC2)cc1 | 13% | -4% | 2% | 20% | 1% | 1.1 | 58 | 0.0% | 0.3% | 0.8%
COc1cc(/C=C/C(=O)O)ccc1OCc1ccc([N+](=O)[O-])cc1 | 7% | 1% | 8% | 2% | 2% | 0.0 | 42 | -1.1% | -0.3% | 0.2%
Cc1nn(CC(=O)Nc2cccnc2)c(C)c1[N+](=O)[O-] | 8% | -9% | -4% | 6% | 37% | -1.4 | 69 | 1.5% | 1.4% | -0.4%
Cc1cc(NC(=O)c2ccc(F)cc2)n(-c2ccccc2)n1 | 3% | 0% | -4% | 5% | 0% | -2.1 | 114 | 2.6% | 0.2% | -0.3%
Cc1nc2ccccc2cc1O | 6% | 3% | 2% | 20% | 24% | 1.7 | 50 | 2.9% | 0.5% | 0.1%
COC(=O)[C@H](CC(C)C)NC(=O)Nc1ccc(S(N)(=O)=O)cc1 | 3% | -13% | -3% | 2% | 4% | 2.0 | 49 | 0.3% | 0.4% | 0.2%
CC(=O)OCC(=O)[C@H]1CC[C@H]2[C@@H]3CC=C4C[C@@H](O)CC[C@]4(C)[C@H]3CC[C@]12C | 3% | -7% | 5% | 16% | 4% | 4.3 | 70 | 0.5% | 0.2% | -0.1%
O=C1CCC(C(=O)Nc2ccc([N+](=O)[O-])cc2)N1 (stereo unspecified) | 6% | -13% | · | · | · | -1.7 | 65 | 0.7% | 1.0%[50 µM] | ·
O=C(Nc1cccc(O)c1)c1ccc(C(F)(F)F)cc1 | 6% | 1% | -6% | -2% | 13% | -1.1 | 95 | 1.1% | -1.0% | -0.2%
Cc1cc(C(=O)NCCN2C(=O)S/C(=C\c3cccs3)C2=O)ccc1[N+](=O)[O-] | 1% | -6% | -4% | 3% | 2% | 0.1 | 99 | 1.2% | 0.1% | -1.2%
CCc1c(C(=O)Nc2ccc(S(=O)(=O)N3CCOCC3)cc2)csc1C | 12% | -1% | -6% | -6% | 7% | 0.6 | 84 | 0.4% | -1.0% | -0.4%
O=C(Nc1cccc(S(=O)(=O)N2CCCCC2)c1)C1CCCN1S(=O)(=O)c1ccccc1F (stereo unspecified) | 3% | -4% | · | · | · | 1.7 | 72 | 2.1% | 0.4%[50 µM] | ·
CC(=O)Nc1ccc2nc(C3CC3)n(Cc3ccc(Cl)cc3)c(=O)c2c1 | 0% | -6% | 7% | 17% | 3% | 0.7 | 58 | ? | -0.2% | -1.4%

Compound activity: PubChem, several laboratories
